mIDH1 inhibitor – blocks human mutant IDH1 R132H enzyme. Potency, µM (highest dose often 76.6 µM), inactives show at the top dose activity change, negative = inhibition, usual class: inhibitors. 0.093% of 390,000 active. O75874. IDH1-R132H enzyme, NADPH consumption, diaphorase/resazurin fluorescence; also: % is scaled to controls: 0 for no effect and ±100 for the full control effect; nearly all actives have a fitted effect of over 65% in size
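IDH1-R132H (0.5 ug/mL dispensed) in pH 7.5 Tris buffer was preincubated 30 min with compound, then given a substrate mix of 0.016 mM NADPH and 2 mM alpha-KG for 80 min at room temperature; remaining NADPH was read by diaphorase/resazurin fluorescence.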
TrxR1 substrate – is turned over as a substrate by rat TrxR1. O89049. purified TrxR1 substrate turnover, NADPH consumption readout. Potency, µM (titrated, usually from 114 µM), inactives show at the top dose activity change, negative = substrate turnover. 0.01% of 390,000 active. AID 588456; also: % is scaled to controls: 0 for no effect and ±100 for the full control effect; nearly all actives have a fitted effect of over 50% in size
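Rat TrxR1, dispensed at 90 nM, was prereduced with 400 uM NADPH (final) for 5 min at ~22 deg C, then incubated with compound 15 min before 400 uM selenite. A first-read NADPH fluorescence drop versus no-compound background flagged substrates.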
USP1 inh – inhibitors of human USP1/UAF1 deubiquitinase. O94782. recombinant USP1/UAF1, Ub-Rhodamine cleavage fluorescence. 0.23% of 390,000 active. Potency, µM (highest dose often 57.1 µM), for the others: at the top dose activity change, negative = inhibition, most hits filed as inhibitors. AID 743255; also: % is scaled to controls: 0 for no effect and ±100 for the full control effect; nearly all actives have a fitted effect of over 60% in size; inactives centre near -12
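Step one: compound is pinned into 1nM USP1/UAF1 in HEPES pH 7.8 buffer with TCEP. Step two: 15 min room-temperature incubation. Step three: Ub-Rho (150nM final) starts cleavage, tracked by fluorescence over six one-minute reads.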
RGS4 inh – human RGS4 inhibition. Transcreener GDP fluorescence polarization, RGS4-accelerated GTP hydrolysis. P49798. Potency, µM (series often up to 114 µM), for the others: top-dose activity change, negative = inhibition, usual class: inhibitors. 0.039% of 390,000 active. AID 504845; also: % is scaled to controls: 0 for no effect and ±100 for the full control effect; nearly all actives have a fitted effect of over 75% in size; some results filed as inactive show a strong effect at the top dose
Target sequence (P49798 whole entry, looked up): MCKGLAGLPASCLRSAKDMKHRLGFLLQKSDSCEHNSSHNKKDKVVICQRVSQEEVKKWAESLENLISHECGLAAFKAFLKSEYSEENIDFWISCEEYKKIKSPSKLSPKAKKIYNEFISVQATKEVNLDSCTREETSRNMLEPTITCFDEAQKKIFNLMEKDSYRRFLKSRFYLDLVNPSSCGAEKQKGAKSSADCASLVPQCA
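MLSMR compounds (23 nl, pin-transferred) preincubated 10 min at room temperature with a 500nM (2x) first reagent, then RGS4 at 900nM (2x) plus Transcreener GDP mix added; fluorescence polarization (620/688 nm) read before and after 90 min at 30 °C.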
Vif-A3F inh – inhibitors of Vif-A3F interaction | HeLa A3F-eYFP + Vif (tagged APOBEC3F with the HIV-1 protein that degrades it), YFP fluorescence increase | Potency, µM (doses to about 46.1 µM), for the others: top-dose activity, negative = active | 0.2% of 390,000 active | AID 602313; also: % of control where 0% means no effect; nearly all actives have a fitted effect of over 65% in size
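Fluorescence increase (Ex 488/Em 500-530) after overnight compound treatment at 37 deg C flags inhibition of Vif-driven A3F-eYFP loss in stable HeLa A3F-eYFP/Vif cells seeded overnight beforehand.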
Vif-A3G inh – Vif-A3G binding inhibition | Q9HC16 | HeLa A3G-eYFP + Vif (tagged APOBEC3G with the HIV-1 protein that degrades it), YFP fluorescence, overnight | Potency, µM (series often up to 46.1 µM), for inactives: at the highest dose activity, negative = active, most hits filed as inhibitors | 0.076% of 410,000 active;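 also: % is scaled to controls: 0 for no effect and ±100 for the full control effect; nearly all actives have a fitted effect of over 60% in size; hits raise eYFP signal because A3G escapes Vif-driven loss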
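Read-out is eYFP fluorescence (Ex 488/Em 500-530) from Vif-expressing HeLa A3G-eYFP cells; more signal means A3G escaped Vif-mediated degradation. Cells plated overnight, compound pinned in, incubated overnight at 37 deg C.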
TrxR1 inh – rat TrxR1 inhibition; recombinant rTrxR1, NADPH fluorescence consumption, selenite substrate; Potency, µM (doses to about 114 µM), for inactives: top-dose activity change, negative = inhibition, most hits filed as inhibitors; 1% of 390,000 active; also: % is scaled to controls: 0 for no effect and ±100 for the full control effect; nearly all actives have a fitted effect of over 65% in size
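Rat TrxR1 (90 nM in the dispensed reagent) was pre-reduced with 400 uM NADPH for 5 min at room temperature, then incubated with compound for 15 min. After 400 uM selenite was added, NADPH fluorescence (Ex 340/Em 450 nm) was followed for 8 min.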
RXFP1 agonist – agonists of human relaxin receptor RXFP1. Q9HBX9. HEK293T-RXFP1 cAMP TR-FRET, 30 min; response scale: percent of porcine relaxin response, buffer zero. Potency, µM (titrated, usually from 57.5 µM), for inactives: top-dose activation, hits mostly activators. 0.3% of 370,000 active; also: % is scaled to controls: 0 for no effect and ±100 for the full control effect; nearly all actives have a fitted effect of over 60% in size; many of its hits are not listed in these tables
Target sequence (Q9HBX9 whole entry, looked up): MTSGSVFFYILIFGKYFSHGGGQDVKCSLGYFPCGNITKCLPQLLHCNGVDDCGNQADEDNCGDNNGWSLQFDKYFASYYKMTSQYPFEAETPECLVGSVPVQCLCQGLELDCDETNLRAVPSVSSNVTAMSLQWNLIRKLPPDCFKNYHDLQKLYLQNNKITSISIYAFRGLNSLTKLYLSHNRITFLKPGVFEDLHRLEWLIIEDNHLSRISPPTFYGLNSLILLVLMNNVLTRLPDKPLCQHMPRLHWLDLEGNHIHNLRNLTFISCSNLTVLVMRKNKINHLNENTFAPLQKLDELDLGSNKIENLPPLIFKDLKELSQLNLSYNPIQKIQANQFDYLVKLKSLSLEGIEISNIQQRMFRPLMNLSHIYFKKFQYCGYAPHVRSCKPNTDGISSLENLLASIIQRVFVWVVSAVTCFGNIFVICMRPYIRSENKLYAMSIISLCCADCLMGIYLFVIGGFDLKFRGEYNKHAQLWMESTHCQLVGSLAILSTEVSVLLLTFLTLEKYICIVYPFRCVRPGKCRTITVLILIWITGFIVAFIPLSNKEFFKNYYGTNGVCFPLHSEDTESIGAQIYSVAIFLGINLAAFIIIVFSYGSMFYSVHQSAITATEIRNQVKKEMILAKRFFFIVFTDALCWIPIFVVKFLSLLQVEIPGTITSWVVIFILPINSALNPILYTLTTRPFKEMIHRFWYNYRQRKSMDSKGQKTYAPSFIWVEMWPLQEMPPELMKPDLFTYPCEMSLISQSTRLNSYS
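cAMP rise read by TR-FRET after 30 min, 37C compound exposure (up to 58 uM) in RXFP1-transfected HEK293 cells with Ro 20174 present. EC50 from Hill-equation fits, with 29 nM porcine relaxin as 100% and buffer as basal.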
12-LOX inh – ALOX12 (human) lipoxygenase inhibition; Potency, µM (highest dose often 108 µM), inactives show top-dose activity change, negative = inhibition, actives largely listed as inhibitors; AID 1671190; 1.1% of 580,000 active; purified 12hLO, xylenol orange hydroperoxide absorbance; also: % is scaled to controls: 0 for no effect and ±100 for the full control effect
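Hydroperoxide product was detected by ferrous iron/xylenol orange as the 573 to 405 nm absorbance ratio. Arachidonic acid at 40 uM (final) was turned over for 30 min at room temperature by 150 nM human 12hLO, pH 7.0 Hepes buffer, after 15 min compound preincubation.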
* marks the source's active call; other numbers are inactive results; ? = inconclusive; · = not tested or not shown; [ ] = remark or other dose. Calls follow the shape of the dose curve; as a rule, active = well fitted curve in the direction sought with a large enough effect; inconclusive = small, poorly fitted or top-dose-only effect, or another doubt; inactive = no such curve, though single readings can be large; an effect the other way counts as inactive or inconclusive. Potency is read from the fitted curve at half-maximal effect.

SMILES	mIDH1 inhibitor	TrxR1 substrate	USP1 inh	RGS4 inh	Vif-A3F inh	Vif-A3G inh	TrxR1 inh	RXFP1 agonist	12-LOX inh
CC/C(=N\NC(=O)OC)c1ccc(OC(F)F)cc1	2%	3%	-2%	-9%	0%	0%	35%	2.0%	2%
COC(=O)c1ccccc1NC=C1C(=O)OC2(CCCCC2)OC1=O	5%	-3%	-9%	-63%[11.4 µM]	11%	-10%	-13%	2.2%	?
OC1CCCN(Cc2cccc3ccccc23)C1 (stereo not given)	12%	5%	-19%	-10%	18%	0%	4%	0.2%	-23%
CN(Cc1ccccc1)c1ccc([N+](=O)[O-])cc1C(=O)O	-1%	2%[57.1 µM]	-5%	17%	-13%	2%	13%[57.1 µM]	3.1%	-5%
Cc1ccc(NC(=O)NC(=O)N(C(C)C)S(C)(=O)=O)nc1	0%	147%[activator]	1%	19%	-10%	1%	7%	5.1%	3%
Nc1[nH]nc2nc(-c3ccccc3)[nH]c(=O)c12	0%	9%[0.0914 µM]	-10%	-21%	-4%	0%	0%	2.8%	30%
O=C(CN1C(=O)NC2(CCCc3ccccc32)C1=O)Nc1cc(F)ccc1F (stereo not given)	7%	-7%[57.1 µM]	-17%	-17%	3%	-1%	-1%	0.4%	-20%
O=C(O)CCn1c(=O)oc2cc(S(=O)(=O)N3CCCC3)ccc21	3%	11%[57.1 µM]	-18%	17%	7%	3%	11%[57.1 µM]	·	-28%
COC(=O)c1cc2c(cc1Cl)SC(=NCCCN1CCOCC1)NS2(=O)=O	1%	-7%	-5%	-16%	-2%	-3%	21%	0.0%	?
Nc1nonc1C(=O)NCCNc1ccc([N+](=O)[O-])cc1	-3%	-22%	-7%	6%	0%	0%	-19%	-2.3%	?
O=C(CCNC(=O)N1CCn2c1nc1ccccc12)NCc1ccc(Cl)cc1	0%	4%[57.1 µM]	-9%	-16%[56.9 µM]	-7%	-7%	14%[57.1 µM]	-2.0%	3%
Cc1cccc(C)c1N1C(=O)CC(N2CCN(S(=O)(=O)c3ccccc3F)CC2)C1=O (stereo not given)	0%	8%	-21%	-2%	-7%	-1%	25%	·	-9%

Reprinted from the part before: 4 compounds; new compounds follow.
SMILES	mIDH1 inhibitor	TrxR1 substrate	USP1 inh	RGS4 inh	Vif-A3F inh	Vif-A3G inh	TrxR1 inh	RXFP1 agonist	12-LOX inh
COC(=O)c1cc2c(cc1Cl)SC(=NCCCN1CCOCC1)NS2(=O)=O	1%	-7%	-5%	-16%	-2%	-3%	21%	0.0%	?
Nc1nonc1C(=O)NCCNc1ccc([N+](=O)[O-])cc1	-3%	-22%	-7%	6%	0%	0%	-19%	-2.3%	?
O=C(CCNC(=O)N1CCn2c1nc1ccccc12)NCc1ccc(Cl)cc1	0%	4%[57.1 µM]	-9%	-16%[56.9 µM]	-7%	-7%	14%[57.1 µM]	-2.0%	3%
Cc1cccc(C)c1N1C(=O)CC(N2CCN(S(=O)(=O)c3ccccc3F)CC2)C1=O (stereo not given)	0%	8%	-21%	-2%	-7%	-1%	25%	·	-9%
CC(NC(=O)C1CCC(C(=O)NC(C)c2ccccc2)CC1)c1ccccc1 (stereo not given)	8%	6%	-6%	10%	2%	6%	19%	1.2%	9%
COc1ccc(C)cc1NC(=O)Nc1cccc(C)c1	-1%	-5%	-9%	30%	0%	-9%	11%	-1.2%	0%
CCC(C)NS(=O)(=O)c1ccc(S(=O)(=O)Nc2cc3c(cc2C(C)=O)OCO3)cc1 (stereo not given)	-5%	4%	-16%	2%	-2%	0%	26%	0.6%	17%
CC(=O)C[C@@H](O)CC(=O)[C@H]1OC(=O)CCCCCCc2ccccc21	-4%	-2%	-5%	3%	-5%	0%	?	0.9%	-9%
Cc1ccccc1Cn1c(=O)n(CC2CCC(C(=O)N3CCC(C)CC3)CC2)c(=O)c2sccc21 (stereo not given)	4%	1%[57.1 µM]	-19%	26%	6%	-4%	22%[57.1 µM]	-2.5%	?
CCOC(=O)C1(Cc2cccc(Cl)c2)CCCN(C(=O)c2cc(CC)on2)C1 (stereo not given)	7%	-4%	-15%	6%	-1%	0%	-2%	6.0%	0%
Cc1cccc(CC(=O)Nc2c3c(nn2-c2cccc(Cl)c2)CS(=O)C3)c1 (stereo not given)	0%	3%	-2%	29%	-7%	0%	4%	-0.1%	2%
O=C(CCNC(=O)c1ccco1)NCc1ccc(F)cc1	3%	5%	-21%	7%	-5%	0%	23%	·	-4%
COc1ccc(CNC(=O)CCc2ccc(S(=O)(=O)N3CCCCCC3)cc2)cc1OC	11%	0%	-16%	13%	11%	1%	2%	0.1%	-10%
OC[C@@H]1O[C@H](n2cnc3c(SCc4ccccc4)ncnc32)[C@H](O)[C@H]1O	·	-2%	·	-5%	·	-9%	-7%	·	·
CC1(C)Cc2c(sc3ncnc(NNC(=S)NCc4ccccc4)c23)CO1	-5%	2%	-22%	-23%	-2%	?	15%	3.4%	-10%
O=C(C1CCN(S(=O)(=O)c2cccc3nsnc23)CC1)N1CCCc2ccccc21	-7%	-12%	2%	29%	5%	2%	-9%	0.2%	6%
CCOC(=O)c1c(NC(=O)/C=C/c2ccc(OCC)cc2)sc(C)c1C	3%	-2%	-19%	-1%	-6%	-1%	-4%	-0.2%	-4%
COc1ccc(C(=O)N2CCCc3ccccc32)cc1OC	0%	0%	-22%	-10%	12%	0%	10%	0.0%	0%
O=C(Cc1ccccc1)Nc1ccnn1C1CCN(Cc2ccc(CO)o2)CC1	4%	0%	-6%	2%	6%	2%	-9%	10%	146%[activator]
O=C(COc1ccc2ccccc2c1)NC1=NCCS1	1%	-5%	-15%	-14%[11.4 µM]	-5%	3%	-4%	0.2%	-4%
Cc1nnc(CN(C)C(=O)c2cc(COc3ccc(C)c(C)c3)on2)o1	6%	2%	-20%	-12%	1%	2%	9%	0.2%	-11%
CC(C)(C)c1ccc(OCc2nc(-c3ccccn3)no2)c(Br)c1	1%	-5%[57.1 µM]	-14%	-13%	-1%	-4%	6%[57.1 µM]	0.5%	0%
O=C(Nc1ccncc1)Nc1ccc(Cl)cc1	10%	4%	-21%	-3%	1%	-8%	27%	0.2%	?
CC1=C(C(=O)Nc2ccc(F)cc2)C(c2ccc(N(C)C)cc2)NC(=O)N1 (stereo not given)	12%	-6%	-19%	2%	1%	-1%	-24%	2.0%	4%
COc1ccc(CNC(=O)N2[C@H]3CC[C@@H]2C=C(c2ccc(F)cc2OCc2ccccc2)C3)cc1OC	6%	·	0%	·	-7%	-17%	·	·	-13%
O=S(=O)(N[C@H]1C[C@@H](NS(=O)(=O)OCC(Cl)(Cl)Cl)C2CCCCC21)OCC(Cl)(Cl)Cl (stereo not given in full)	-4%	-5%[57.1 µM]	-8%	-13%	10%	-3%	-7%[57.1 µM]	0.6%	?
COc1ccccc1Nc1nc(-c2cccs2)cs1	4%	4%[57.1 µM]	-11%	-4%	2%	0%	9%[57.1 µM]	2.4%	?
COc1cc(C(=O)NNC(=O)c2ccc(F)cc2)ccc1OCC(=O)N1CCOCC1	-10%	-4%	-4%	9%	-11%	0%	19%	1.6%	6%
O=C(Cn1ncc2c(=O)oc3ccccc3c21)N1CCCN(Cc2ccccc2F)C1	15%	-7%[57.1 µM]	-18%	-11%	2%	0%	15%	6.7%	56%[activator][57.4 µM]
Cc1cc(C)c(C#N)c(Nc2ccc3c(c2)OCCO3)n1	0%	5%	-22%	7%	1%	4%	-15%	1.6%	-18%
CC1(C)CC(=O)C(C=NCCN2CCN(C(=S)NC3CCCCC3)CC2)=C(O)C1	0%	-18%	0%	9%	5%	1%	-20%	-0.3%	2%
O=C1CC[C@@H](C(=O)N2CSC[C@@H]2C(=O)Nc2ccc(C(F)(F)F)cc2)N1	4%	·	3%	·	-18%	-6%	·	·	-3%
CC(C)N1CCOC1c1ccccc1 (stereo not given)	10%	7%[57.1 µM]	-14%	24%	3%	0%	13%[57.1 µM]	·	7%
O=C(Nc1cc(=O)[nH]c(=O)[nH]1)c1cc(Cl)ccc1Cl	7%	0%	-4%	-17%	-12%	?	9%	0.4%	0%
COc1ccc(C2CC(c3ccccc3)Nc3nc(N)nn32)cc1 (stereo not given)	1%	1%	-4%	-4%	-1%	-4%	4%	1.6%	-1%
Cc1ccc2c(c1)N(Cc1ccc3c(c1)OCO3)C(=O)C(C)O2 (stereo not given)	2%	-11%	-14%	-8%	-10%	2%	8%	-0.5%	-1%
Cc1ncc([N+](=O)[O-])n1CCOC(=O)NC(NCc1ccccc1Cl)C(Cl)(Cl)Cl (stereo not given)	0%	-7%	6%	5%	-5%	1%	-2%	0.2%	10%
C/C(=N\NC(=O)CCC(=O)NCc1ccccc1)c1ccco1	7%	0%	-17%	3%	?	3%	1%	-2.1%	18%
O=C(Nc1ccc(Cl)c(Cl)c1)c1ccc(Cn2cc(Cl)cn2)cc1	1%	0%	-16%	-3%	0%	-5%	21%	-0.1%	-8%
CC1(c2ccc3ccccc3c2)NC(=O)NC1=O (stereo not given)	-3%	-5%	-12%	-10%	2%	2%	17%	3.0%	12%
CC(C)c1ccc(S(=O)(=O)c2nnn3c2nc(N2CCN(C)CC2)c2sccc23)cc1	11%	3%	-13%	-10%	-2%	0%	10%	28%	?

Bioassay records from PubChem BioAssay.

Some of the compounds tested; count on the stated rates, not on these rows.
